Giardia FBPA inh = inhibitors of Giardia lamblia fructose-1,6-bisphosphate aldolase; A8B2U2; purified Giardia FBPA; Potency, µM (top dose mostly 59.6 µM), without a hit: top-dose activity, negative = inhibition, hits mostly inhibitors; 290,000 tested, 0.71% active; AID 2451; further: potency means the concentration at half of the fitted maximal effect; on the % scale 0 is the no-effect control and ±100 the full control effect; nearly all actives have a fitted effect of over 55% in size
Target sequence (A8B2U2 whole entry, looked up): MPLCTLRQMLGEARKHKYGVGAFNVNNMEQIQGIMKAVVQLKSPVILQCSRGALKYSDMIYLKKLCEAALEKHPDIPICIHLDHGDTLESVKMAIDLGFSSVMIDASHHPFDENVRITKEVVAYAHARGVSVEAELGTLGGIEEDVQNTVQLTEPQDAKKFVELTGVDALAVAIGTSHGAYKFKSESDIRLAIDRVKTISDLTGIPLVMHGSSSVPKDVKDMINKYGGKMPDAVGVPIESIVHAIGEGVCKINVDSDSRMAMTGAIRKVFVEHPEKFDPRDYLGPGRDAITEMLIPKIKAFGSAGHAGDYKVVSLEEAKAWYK
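40 nM FBPA preincubated 10 min at RT with compound (up to 57.5 uM final), then substrate plus GAPDH/TPI/NAD/arsenate coupling and diaphorase/resazurin added. Fluorescence read after 20 min at RT, 525/598 nm.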
Pf growth 48h = P. falciparum growth inhibition at 48 hours (one generation); P. falciparum luciferase growth in erythrocytes, 48 h; Potency, µM (series often up to 28.7 µM), without a hit: top-dose activity change, negative = inhibition, most hits filed as inhibitors; 310,000 tested, 5.9% active; AID 504832; further: potency means the concentration at half of the fitted maximal effect; on the % scale 0 is the no-effect control and ±100 the full control effect
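Luciferase-expressing P. falciparum in infected erythrocytes (2% hematocrit, 0.1% parasitemia final) in RPMI 1640/0.5% Albumax were exposed to compound for 48 hours at 37 C, 5% CO2; growth read as luminescence.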
HCV inh = inhibitors of hepatitis C virus infection; AID 651820; Huh7.5.1 HCVcc-Cre infection, luciferase reporter, 44 h; 340,000 tested, 3.4% active; Potency, µM (titrated, usually from 41.8 µM), for the others: at the highest dose activity change, negative = inhibition, hits mostly inhibitors; further: potency means the concentration at half of the fitted maximal effect; on the % scale 0 is the no-effect control and ±100 the full control effect
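After 44 h co-culture of compound, cells and HCVcc-Cre (~0.5 moi), substrate is added for 15 min at room temperature and luciferase measured over 15 sec. Cells were seeded at 1,000/well and pre-cultured 4 h.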
Pf growth 96h = inhibits malaria parasite growth, 96 h | P. falciparum luciferase reporter growth, 96 h | Potency, µM (top dose mostly 28.7 µM), inactives show top-dose activity change, negative = inhibition, most hits filed as inhibitors | 320,000 tested, 6.9% active; further: potency means the concentration at half of the fitted maximal effect; on the % scale 0 is the no-effect control and ±100 the full control effect
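P. falciparum expressing integrated firefly luciferase grown in erythrocytes (2% hematocrit, 0.05% parasitemia final) with compounds for 96 hours at 37 C, 5% CO2. Growth inhibition read as loss of luminescence after adding luciferase detection reagent.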
Cycloheximide cs = affects cycloheximide protein synthesis inhibition readout, counter-screen. max response, %. 300,000 tested, 12% active. cell reporter, cycloheximide protein synthesis inhibition counterscreen; in the data active means max response mostly above about 13%, no sharp cut-off; inactive means mostly below about 14%; further: read at 38.3 µM for the half of the compounds with a filed dose; 0% is about no effect
Shiga toxin inh = blocks Shiga toxin action in Vero cells; Vero cells, Shiga toxin protein synthesis inhibition reporter; inhibition, % at 38.7 µM; 290,000 tested, 9.2% active; in the data active means inhibition mostly above about 28%, no sharp cut-off; inactive means mostly below about 43%; further: 0% is about no effect
An asterisk follows results filed as active; i = inactive; ? = inconclusive; . = not tested or not shown; & = joins results of further samples; [ ] = remark or other dose. Unless noted, the call rests on the fitted dose curve; in most records, active means well fitted curve in the direction sought with a large enough effect; inconclusive means small, poorly fitted or top-dose-only effect, or another doubt; inactive means no such curve, though single readings can be large; an effect the other way counts as inactive or inconclusive.

SMILES | Giardia FBPA inh | Pf growth 48h | HCV inh | Pf growth 96h | Cycloheximide cs | Shiga toxin inh
CCOC(=O)Cc1csc(NC(=O)/C=C/c2ccccc2Cl)n1 | -8.4% | 5.6% | ? | 81.5%[activator] | 37.8* | 71.3*
COc1cccc(Cn2c(=O)sc3ccccc3c2=O)c1 | 1.6% | 69.5%[activator] | -23.8% | 0.8% | 17.4 | 71.2
O=C(c1ccccc1)c1cc(F)c(N2CCOCC2)cc1Cl | -1.5% | 9.3% | -1.4% | 9.28µM* | 15.3 | 23.4
CCN1CCN(S(=O)(=O)c2ccc(Cl)c(C(=O)NC3CCCCC3)c2)CC1 | . | -12.7% | 8.0% | 6.7% | . | .
C=CCOc1ccc(Cl)cc1CNC1CCCC1 | 1.5% | -11.7% | -11.8% | 1.4% | -1.6 | -7.9
O=S(=O)(NCc1cccnc1)c1ccc(Cl)c(Cl)c1Cl | -4.1% | 23.8% | 13.0% | . | -1.0 | 9.5
CCN1CCN(Cc2c(C)[nH]c3ccc(C(=O)OC)cc3c2=O)CC1 | 1.8% | -8.3% | -1.3% | 54.0% | -3.4 | -4.5
CCOc1ccccc1N1CCN(C(=O)c2cc3c(s2)CCC3)CC1 | 0.5% | -25.8% | -10.3% | ? | -5.8 | -4.7
CCc1ccccc1Nc1nc2ccccc2n1C(C)C | 4.4% | 1.1% | 21.9% | 15.8% | -1.2 | 2.2
CC(=O)NNc1cccc(Cl)n1 | -0.8% | 15.5% | 5.7% | 0.0% | 5.8 | 5.9
CNS(=O)(=O)c1cn(CC(=O)NCc2ccc(F)cc2)cc1S(=O)(=O)NC | 11.2% | 13.4% | 5.3% | 11.1% | -2.2 | -6.0
Cc1cc2nc(-c3ccc(SCC(=O)N4CCOCC4)nc3)[nH]c2cc1C | -13.5% | -88.6% | ? | 16.7% | 32.5* | 70.3*
COc1cc(C(CC(=O)Nc2ncccc2C)N2Cc3ccccc3C2=O)cc(OC)c1OC (stereo unspecified) | 1.4% | -22.9% | 10.4% | 24.6% | 1.6 | -7.1
Cc1ccc(NC2(C#N)C(=O)Nc3ccccc32)cc1C (stereo unspecified) | ? | 13.3% | 2.4% | ? | 5.2 | -6.6
O=c1cccc2n1CC1CNCC2C1 (stereo unspecified) | -2.2%&7.7%&2.7% | 7.5% | -13.3% | 38.1%[activator] | -1.1 | -2.6
CCN1CCCC1CNC(=O)c1cn(CC)c2ccc(S(=O)(=O)N3CCCCCC3)cc2c1=O (stereo unspecified) | 3.7% | ? | -28.0% | 51.0%[activator] | 4.4 | -11.3
C/C(=N/Oc1nc(C)cc(C)n1)c1ccccc1 | -19.0% | . | -11.3% | 24.6% | 19.2* | 49.7
CCS(=O)(=O)NCCc1cc2ccc(C)cc2[nH]c1=O | 2.9% | 24.3% | 11.1% | 42.8%[activator] | -2.2 | -14.0
Cc1ccc(C(=O)COC(=O)CNS(=O)(=O)c2ccc(C)cc2)cc1 | -9.1% | 7.7% | 18.0% | ? | 4.8 | 13.5
O=C(Cn1cc2c(n1)CCCCC2)NCCCN1CCOCC1 | 1.7% | 4.7% | 0.0% | -25.0% | -2.8 | -2.6
COc1ccccc1C(=O)Nc1ccnn1C1CCN(CCC(C)c2ccc(C)o2)CC1 (stereo unspecified) | 2.5% | ? | -16.9% | ? | -2.4 | -6.5
OCCC1CN(Cc2cccc3nccnc23)CCN1Cc1ccc(F)cc1 (stereo unspecified) | 3.2% | -7.9% | 4.8% | ? | 2.9 | 9.1
Cc1ccc(NC(=O)c2cc(NC(=O)/C=C\C(=O)O)ccc2N2CCCCC2)cc1 | . | -15.8% | -21.9% | ? | -2.2 | -18.5
O=C(c1ccco1)N1CCN(C(=O)C2CC(c3ccc(Cl)cc3)=NO2)CC1 (stereo unspecified) | -2.8% | -29.0% | -14.0% | . | -3.2 | -13.5
O=C(COC(=O)CNS(=O)(=O)c1cccc(Br)c1)Nc1ccccc1Sc1ccccc1 | -0.6% | 15.3% | -0.6% | 45.6%[activator] | 1.1 | -7.3

The list continues.
SMILES | Giardia FBPA inh | Pf growth 48h | HCV inh | Pf growth 96h | Cycloheximide cs | Shiga toxin inh
COc1ccc(CCNC(=O)CSc2nnc(CNC(=O)c3cccs3)o2)cc1OC | -0.3% | -2.5% | 9.3% | 65.7%[activator] | -3.8 | -18.8
CCc1nc2nc(C)c(NS(=O)(=O)c3ccc(CC(C)C)cc3)c(=O)n2[nH]1 | -21.7% | 7.4% | 13.9% | -2.7% | -1.7 | -4.4
CCSCc1nnc(SCC(=O)Nc2ccc(F)cc2)n1CC | -5.4% | 10.0% | -13.0% | 11.7µM* | 13.2 | 6.3
Cc1c(OC(C)C(=O)NCCN2CCOCC2)ccc2c3c(c(=O)oc12)CCC3 (stereo unspecified) | 3.3% | -27.3% | -20.5% | -15.2% | 5.5 | -14.9
N/C(=N\OC(=O)c1ccc(Cl)cc1Cl)c1cccnc1 | 0.4% | -36.2% | ? | 4.65µM* | 34.9* | 90.7*
CCCn1cc(S(=O)(=O)c2ccc(C)cc2)c(=O)c2cc(OC)c(OC)cc21 | . | -14.7% | -19.0% | ? | -3.8 | -1.0
O=C(NCCOc1cccc(Oc2ccccc2)c1)c1cc(-n2cnnc2)ccc1Cl | 10.2% | ? | -9.7% | ? | 0.4 | -7.3
CC(=O)O[C@@]1(C)C[C@@H](O)[C@]2(O)C=CO[C@@H](O[C@@H]3O[C@H](CO)[C@@H](O)[C@H](O)[C@H]3O)[C@@H]21 | . | 31.0%[activator] | 3.7% | 40.2%[activator] | . | .
COc1cc([C@@H]2CC=C(C(=O)O)CN2S(=O)(=O)c2ccc(C)cc2)cc(OC)c1OC | . | ? | 22.5% | 31.8%[activator] | . | .
Cc1ccc(NC(=S)Nc2cccc(S(=O)(=O)Nc3c(C)n(C)n(-c4ccccc4)c3=O)c2)cc1 | -8.1% | 28.9% | 12.4% | 56.0%[activator] | 9.4 | 9.0
COC(=O)c1cc(NC(=O)CN(C)Cc2ccccc2)cc(C(=O)OC)c1 | -4.5% | 18.6% | -25.1% | -6.6% | 7.2 | 7.3
Cc1ccn2c(Nc3ccc4c(c3)OCO4)c(-c3ccccn3)nc2c1 | -26.3% | 11.7µM* | ? | ? | 77.4* | 38.8*
Cc1cc2oc(=O)cc(Cn3ccnc3)c2cc1O | -6.1% | -14.3% | 23.5% | 34.6%[activator] | -4.2 | 13.7
C=CCC(c1ccccc1F)N(CCN1CCOCC1)C(=O)Nc1cccc(Cl)c1 (stereo unspecified) | -12.3% | ? | ? | . | 3.6 | -6.5
CCOC(=O)c1c(N)sc(C(=O)N2CCCC2)c1C | 6.3% | . | 1.9% | -10.7% | -2.5 | -6.2
Fc1cccc2sc(N3CCCCC3)nc12 | -3.1% | 87.7%[activator] | 1.7% | 8.6% | 53.8* | 56.7*
Cc1cc(C)n(-c2nc3c(c(=O)n(C)c(=O)n3C)n2C)n1 | 3.9% | 15.1% | 20.6% | 61.8%[activator] | -3.1 | 13.3
O=C(NC(=S)NCCC1=CCCCC1)c1ccccc1Br | -1.0% | ? | 0.6% | ? | 27.0* | 9.1
Cc1onc(-c2ccccc2)c1C(=O)Nc1ccc(N2CCOCC2)cc1 | -0.2% | 3.6% | -1.4% | . | -0.8 | 12.8
COc1ccc(/C=C(\NC(=O)c2ccco2)C(=O)NC(Cc2ccccc2)C(=O)O)cc1 (stereo unspecified) | 14.3% | 15.0% | 23.6% | ? | -2.2 | -16.6
Cc1ccccc1C1CC(=O)Oc2ccc(C(C)(C)C)cc21 (stereo unspecified) | -7.8%[89.2 µM] | . | . | . | -2.7 | i
COc1ccc(C(=O)NN=C2CCCC2)cc1OC | -8.5% | 17.4% | -3.2% | ? | -2.2 | -1.9
N#C/C(=C\c1c[nH]c2ccccc12)C(=O)NC1CC1 | -7.0% | 166.3%[activator] | ? | 12.3% | 56.3* | 36.3*
COC(=O)c1ccc(OCC(=O)c2ccc(C)c(C)c2)cc1 | 0.9% | 54.8%[activator] | -17.1% | -0.3% | 23.6* | 81.6*
Cc1ccc(CC(SCc2ccccc2)C(=O)O)cc1C (stereo unspecified) | . | 25.5% | 5.6% | 34.8%[activator] | -2.3 | -7.7

(more compounds)
SMILES | Giardia FBPA inh | Pf growth 48h | HCV inh | Pf growth 96h | Cycloheximide cs | Shiga toxin inh
Cc1nc(NC(C)c2ccccc2)c2c3c(sc2n1)CCC3 (stereo unspecified) | 0.0% | . | ? | ? | -5.5 | -13.2
O=C(COC(=O)c1cccc(S(=O)(=O)N2CCOCC2)c1)Nc1nc(-c2ccccc2Cl)cs1 | . | 68.5%[activator] | 14.0% | 108.3%[activator] | 28.2* | 93.1*
CC1(C)C(C=C(Cl)Cl)C1C(=O)NC(O)C(=O)c1ccccc1 (stereo unspecified) | 3.9% | 9.0% | -2.6% | 21.7% | -3.6 | -9.3
CCn1nnnc1NCc1ccc(OCc2c(F)cccc2Cl)c(OC)c1 | 4.1% | ? | -13.8% | -25.6% | 11.7 | 20.0
CSCC[C@H](NC(=O)C1CCN(S(=O)(=O)c2ccc(C)cc2)CC1)C(=O)NCc1ccco1 | 1.0% | ? | 7.0% | ? | -0.9 | 8.1
COc1ccc2oc(C(=O)OCC(=O)N(C)c3c(N)n(Cc4ccccc4)c(=O)[nH]c3=O)c(C)c2c1 | . | ? | 0.0% | 12.0% | . | .
O=C(Cn1c(C(F)(F)F)nc2ccccc21)NCCN1CCCC1 | -20.9% | 7.1% | -2.1% | . | -1.4 | -9.8
COc1ccccc1OCc1nc(Cc2ccc(Cl)cc2)no1 | 0.8% | 17.1% | -15.7% | 4.6% | 19.7 | 4.0
Cc1nn(-c2cccc(C(F)(F)F)c2)c(=O)c2noc(C)c12 | 8.3% | 7.9% | 8.3% | 40.5%[activator] | -2.8 | 1.9
O=S(=O)(c1cc(-c2nc3ccccc3s2)ccc1Cl)N1CCOCC1 | 5.0% | ? | . | -9.3% | -1.9 | -17.8
CN(C)c1nc(-c2ccccc2)nc(-c2ccc(Cl)cc2)c1C#N | -6.4% | 16.6% | 14.1% | . | 7.1 | -26.2
CCOC(=O)Cn1c(CN(Cc2ccccc2)Cc2ccccc2)nc2c1c(=O)[nH]c(=O)n2C | 3.1% | ? | . | 3.29µM* | -2.1 | -11.5
COc1ccc(N)cc1S(=O)(=O)Nc1ccccc1Cl | ? | 27.7% | 5.6% | -10.9% | 14.0 | -2.1
COc1cc(/C=N/n2cnc3scc(-c4cccs4)c3c2=O)cc(OC)c1OC | 2.6% | 11.7% | -1.1% | 35.6%[activator] | 0.3 | 1.8
CCn1c(-c2cc(-c3cc(C)ccc3C)nc3ccccc23)n[nH]c1=S | 19.2% | ? | -1.5% | 2.62µM* | -1.2 | 4.0
Cc1ccc(-c2cc(C(=O)N/N=C/c3ccoc3)c3ccccc3n2)cc1 | . | -1.2% | -8.7% | 9.28µM* | 18.6 | -3.6
Cc1ccc2[nH]c(=O)c(C(c3nnnn3CC3CCCO3)N3CCCc4ccccc43)cc2c1 (stereo unspecified) | -29.1% | 13.1µM* | 10.7% | 20.3% | -3.1 | 10.3
CN(C)C(=O)c1ccc(Nc2ncnc3sc4c(c23)CCCCC4)cc1 | 15.6% | ? | -23.9% | ? | -4.7 | -6.2

Structures above that have a cyano group (three):
SMILES | Giardia FBPA inh | Pf growth 48h | HCV inh | Pf growth 96h | Cycloheximide cs | Shiga toxin inh
Cc1ccc(NC2(C#N)C(=O)Nc3ccccc32)cc1C (stereo unspecified) | ? | 13.3% | 2.4% | ? | 5.2 | -6.6
N#C/C(=C\c1c[nH]c2ccccc12)C(=O)NC1CC1 | -7.0% | 166.3%[activator] | ? | 12.3% | 56.3* | 36.3*
CN(C)c1nc(-c2ccccc2)nc(-c2ccc(Cl)cc2)c1C#N | -6.4% | 16.6% | 14.1% | . | 7.1 | -26.2

High-throughput results as filed in PubChem BioAssay.
